# Screening results (PubChem)
# FUS yeast rescue: qHTS for Suppressors of FUS Proteinopathy: Primary screen using FUS-linked yeast assay | S. cerevisiae FUS-expressing, growth rescue, OD600, 24 h | Potency, µM (series often up to 76.6 µM), for inactives: top-dose growth rescue (activation), usual class: activators | 390,000 compounds, 0.24% hits;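 also: potency is read from the fitted curve at half-maximal effect; plate controls were DMSO vehicle for no effect and reference control for full effect; nearly all actives have a fitted effect of over 55% in size; some results filed as inactive show a strong effect at the top dose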
#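 S. cerevisiae expressing FUS from galactose induction served as the toxicity model. Growth after 24hr at 30C, read as absorbance at 600 nm, indicates suppression of toxicity; compounds dosed at several concentrations.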
# WRN inhibitor: qHTS for Inhibitors of WRN Helicase. Bifunctional 3'-5' exonuclease/ATP-dependent helicase WRN (Homo sapiens), Q14191. WRN helicase unwinding, fluorescent forked duplex, kinetic. Potency, µM (titrated, usually from 114 µM), for inactives: top-dose activity change, negative = inhibition, usual class: inhibitors. 360,000 compounds, 0.46% hits; also: potency is read from the fitted curve at half-maximal effect; % is scaled to controls: 0 for no effect and ±100 for the full control effect; nearly all actives have a fitted effect of over 55% in size
# Target sequence (Q14191 whole entry, looked up): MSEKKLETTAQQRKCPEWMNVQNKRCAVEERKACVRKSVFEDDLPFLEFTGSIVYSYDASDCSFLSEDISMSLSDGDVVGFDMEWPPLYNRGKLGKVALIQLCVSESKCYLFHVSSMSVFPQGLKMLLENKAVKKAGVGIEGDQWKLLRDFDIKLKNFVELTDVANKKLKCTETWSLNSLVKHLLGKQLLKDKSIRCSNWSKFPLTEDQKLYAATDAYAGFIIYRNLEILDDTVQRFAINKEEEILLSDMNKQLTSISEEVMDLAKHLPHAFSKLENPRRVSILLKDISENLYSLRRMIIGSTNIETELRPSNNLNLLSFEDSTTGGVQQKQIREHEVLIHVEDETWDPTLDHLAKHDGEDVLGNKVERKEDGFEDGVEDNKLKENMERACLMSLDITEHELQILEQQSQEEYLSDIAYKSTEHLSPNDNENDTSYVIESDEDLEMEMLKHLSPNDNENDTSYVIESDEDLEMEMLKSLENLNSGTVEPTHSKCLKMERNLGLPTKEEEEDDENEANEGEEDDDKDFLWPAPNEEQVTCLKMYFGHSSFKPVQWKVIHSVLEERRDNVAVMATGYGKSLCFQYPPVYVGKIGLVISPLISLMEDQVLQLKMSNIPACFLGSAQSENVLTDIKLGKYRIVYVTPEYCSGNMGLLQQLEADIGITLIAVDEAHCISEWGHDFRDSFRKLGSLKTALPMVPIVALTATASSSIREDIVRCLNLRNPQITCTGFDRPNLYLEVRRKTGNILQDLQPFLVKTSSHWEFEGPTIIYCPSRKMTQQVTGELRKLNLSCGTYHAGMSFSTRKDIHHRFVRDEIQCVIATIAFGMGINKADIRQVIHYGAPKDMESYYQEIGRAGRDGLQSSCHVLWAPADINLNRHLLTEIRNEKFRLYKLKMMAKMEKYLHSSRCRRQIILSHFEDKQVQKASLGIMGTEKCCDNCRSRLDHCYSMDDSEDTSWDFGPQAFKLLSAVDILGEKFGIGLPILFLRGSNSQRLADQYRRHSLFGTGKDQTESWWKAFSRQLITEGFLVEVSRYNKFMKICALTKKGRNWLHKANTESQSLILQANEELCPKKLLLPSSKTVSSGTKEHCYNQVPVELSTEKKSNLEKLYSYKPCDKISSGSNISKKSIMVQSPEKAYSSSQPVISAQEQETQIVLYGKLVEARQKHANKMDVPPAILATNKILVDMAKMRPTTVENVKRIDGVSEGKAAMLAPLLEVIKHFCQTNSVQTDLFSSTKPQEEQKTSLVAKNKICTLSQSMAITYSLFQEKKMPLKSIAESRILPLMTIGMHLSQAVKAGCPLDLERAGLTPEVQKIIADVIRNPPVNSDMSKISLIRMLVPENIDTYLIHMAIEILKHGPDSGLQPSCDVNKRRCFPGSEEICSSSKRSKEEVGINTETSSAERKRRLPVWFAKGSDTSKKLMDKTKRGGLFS
#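 Fluorescence dequenching readout, ex 525 nm/em 598 nm, kinetic mode: forked duplex DNA (100 nM final) with adjacent fluorophore and quencher unwound by WRN (20 nM final) with 2 mM ATP. Compound preincubation 15 min, room temperature.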
# Abeta yeast res: qHTS for compounds that reverse cellular toxicity of Amyloid beta (A-beta) peptide in yeast: Primary Screen. yeast expressing A-beta42, growth rescue, OD600, 48 h; response scale: 0% DMSO, 100% iron-clioquinol control. Potency, µM (highest dose often 46.1 µM), without a hit: at the highest dose growth rescue, usual class: activators. 410,000 compounds, 0.063% hits; also: potency is read from the fitted curve at half-maximal effect; nearly all actives have a fitted effect of over 55% in size
#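 Yeast A-beta toxicity model in growth medium with pinned compounds, 48 h at 30 C; growth read as absorbance at 600 nm. Normalized to FeCl3/clioquinol equimolar mix (positive) and DMSO (negative).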
# EPAC1 antag: qHTS for Antagonist of cAMP-regulated guanine nucleotide exchange factor 3 (EPAC1): primary screen; Rap guanine nucleotide exchange factor 3 (Homo sapiens), O95398; EPAC1 GEF assay, Rap1b-BODIPY-GDP exchange fluorescence; Potency, µM (doses to about 115 µM), inactives show at the top dose activity change, negative = inhibition, most hits filed as inhibitors; 360,000 compounds, 0.14% hits; AID 720709, 2013;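 also: potency is read from the fitted curve at half-maximal effect; plate controls were vehicle for no effect and positive control for full effect; nearly all actives have a fitted effect of over 50% in size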
# IL-2 act: qHTS of IL-2 Activators; IL-2 activation reporter assay, cell-based qHTS; stimulated with anti-CD3/CD4/CD28 beads; in transgenic mouse T cells; activation, % (series mostly up to about 46 µM); 360,000 compounds, 0.065% hits; AID 652025, 2013; in the data active = activation above about 50%; inconclusive = mostly about 30% to 49%; also: 0% is about no effect
#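 Unstimulated transgenic mouse T cells preincubated 60 min with compound, then stimulated with anti-CD3/anti-CD4-coated beads plus anti-CD28 for 18 h at 37 degrees C. IL-2 response read as EGFP and DsRed fluorescence by plate cytometry.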
# PI5P4Ka inh: qHTS for Inhibitors of phosphatidylinositol 5-phosphate 4-kinase (PI5P4K). 330,000 compounds, 1.2% hits. max response, %. PI5P4Kalpha enzyme, ADP-Glo luminescence, 60 min; hits give low values; active = max response of -50% or lower; inconclusive = between -30% and -50%; inactive = -30% or higher; also: value at the top dose of about 77 µM; % is scaled to controls: 0 for no effect and ±100 for the full control effect
#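 Controls without substrate or without enzyme flank wells where PI5P4Kalpha converts substrate using 5 microM ATP (final). Incubation lasts 60 minutes at room temperature; ADP formed is read by ADP-Glo luminescence.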
# EPAC1 ag: qHTS for Agonist of cAMP-regulated guanine nucleotide exchange factor 3 (EPAC1): primary screen | AID 720707, 2013 | Potency, µM (highest dose often 154 µM), for the others: at the top dose activation, actives largely listed as activators | 360,000 compounds, 0.073% hits | EPAC1 agonist qHTS, biochemical assay; response scale: 100% = response to 6.5 mM cAMP | Rap guanine nucleotide exchange factor 3 (Homo sapiens), O95398; also: potency is read from the fitted curve at half-maximal effect; nearly all actives have a fitted effect of over 60% in size
#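 Nucleotide exchange assay: 100 nM EPAC1 with 250 nM Rap1B loaded with BODIPY-GDP and 50 uM GDP, room temperature. Fluorescence (480/540 nm) read every 5 min for 30 min; signal change normalized to 6.5 mM cAMP as full agonist.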
# PLK1 PBD block: qHTS for Inhibitors of PLK1-PDB (polo-like kinase 1 - polo-box domain): Primary Screen; Serine/threonine-protein kinase PLK1 (Homo sapiens), P53350; Plk1 PBD binding of FITC phosphopeptide, fluorescence polarization; Potency, µM, for inactives: max response, negative = inhibition, usual class: inhibitors; 360,000 compounds, 2.8% hits; AID 720504, 2013; also: potency is read from the fitted curve at half-maximal effect; series mostly up to about 57 µM; % is scaled to controls: 0 for no effect and ±100 for the full control effect; nearly all actives have a fitted effect of over 65% in size
# An asterisk follows results filed as active; ? = inconclusive; nt = no result given; [ ] = dose if it differs, or a comment. Unless noted, calls follow the shape of the dose curve; as a rule, active = well fitted curve in the direction sought with a large enough effect; inconclusive = small, poorly fitted or top-dose-only effect, or another doubt; inactive = no such curve, though single readings can be large; an effect the other way counts as inactive or inconclusive.
SMILES,FUS yeast rescue,WRN inhibitor,Abeta yeast res,EPAC1 antag,IL-2 act,PI5P4Ka inh,EPAC1 ag,PLK1 PBD block
Cc1ccc(C(=O)N/C(=C\c2ccc(Cl)cc2)C(=O)NCCCN2CCOCC2)cc1,19.7%,-12.5%[57.1 µM],-7.3%,17.8%,-0.1,1.5,11.0%,7.0%
COc1ccc(N2CCN(c3ncnc4c3nnn4Cc3ccccc3Cl)CC2)cc1,-8.0%,-10.1%,-7.5%,0.0%,0.1,-0.4,5.4%,-3.3%
Cc1nc(CC(=O)c2ccc(O)c(C)c2O)cs1,12.3%,-5.3%,4.9%,5.0%,0.1,-0.8,13.8%,-12.5%
CCOCCc1nnc(NC(=O)c2cc(OC)c(OC)cc2[N+](=O)[O-])s1,5.8%,-1.5%,4.4%,0.6%,-0.2,4.5,-3.6%,-7.2%
COc1ccc(OC)c(CNc2ccc3c(c2)nc(C)n3C)c1,-3.1%,-34.4%,12.6%,-0.5%,0.4,-3.7,-3.2%,-4.2%
CCCN(CCC)CCCNC(=O)c1cn(-c2ccc(OC)cc2)c(=O)c2ccccc12,-22.5%,-1.9%,-6.4%,1.2%,-0.4,-1.2,-0.6%,3.1%
COc1ccccc1C(=O)NCCC(=O)N1CC(=O)Nc2ccccc21,-2.0%,-0.6%,-0.5%,-1.7%,0.3,1.0,14.3%,-3.7%
CSc1ccccc1NC(=O)c1cnc2sc(C)cn2c1=O,-5.7%,-21.4%,5.6%,-26.3%,-4.2,-5.3,3.9%,-6.0%
COc1ccc(NC(=O)C/C(C)=N/NC(=O)c2cnccn2)cc1,-11.6%,3.9%,9.8%,15.0%,-3.9,5.2,-6.4%,-9.3%
O=C(N[C@@H]1CC[C@@H](CCn2cc(-c3ccccc3)nn2)O[C@@H]1CO)c1cnccn1,-0.2%,-3.1%,11.6%,1.7%,-0.5,2.1,10.2%,-10.0%
Cc1ccc(SC(C)C(=O)N2CCCC2)cc1 (stereo not given),10.9%,-3.3%,-11.0%,1.9%,-2.4,nt,8.4%,-8.0%
CCC1C/C(=C/c2cccs2)C(=O)/C(=C/c2cccs2)C1 (stereo not given),nt,-35.8%,-8.7%,-17.7%,-2.4,19.9,9.8%,-6.2%
CC1CCCCC1NC(=O)CCNC(=O)N1CC(=O)Nc2ccccc21 (stereo not given),5.5%,-8.3%,5.7%,-22.0%,-2.4,1.0,12.9%,-8.1%
S=C(NCc1ccc(Cl)cc1Cl)Nc1ccccc1,3.7%,-8.6%,-12.1%,-9.9%,-3.0,4.3,12.9%,-6.8%
COc1ccc(Br)cc1/C=C1\Oc2ccccc2NC1=O,-0.1%,4.5%,-17.9%,-3.0%,1.2,4.0,-9.4%,-6.4%
CC(=O)N(C)c1ccc(NC(=O)Cc2cccs2)cc1,12.4%,-20.4%,-4.9%,2.4%,0.0,?,-2.8%,-6.7%
COc1cc(OC)nc(Oc2ccc(N)c(C)c2)n1,25.0%,8.6%,-6.6%,-10.0%,-3.2,-7.0,4.4%,-4.1%
O=S1(=O)N[C@H](Cc2ccccc2)COc2cccc(N3CCN(Cc4ccccc4F)CC3)c21,-3.9%,-1.4%,-5.1%,-10.1%,-0.3,12.2,8.4%,3.4%
C#CCNC(=O)C1=C[C@H](C2CC2)C[C@H](OCCCCO)O1,-34.1%,-4.9%,4.9%,4.0%,-0.3,4.7,-2.8%,-4.7%
COc1cc2ccc(=O)oc2c(CC=C(C)C)c1OC,-5.0%,0.3%,-4.1%,-10.1%,-1.1,-1.7,1.8%,-13.2%
Cc1ccc(-c2cc(C(=O)N/N=C/c3ccoc3)c3ccccc3n2)cc1,?,-4.7%,-4.2%,-10.6%,-2.5,-2.2,-5.6%,-5.9%
CC12CCC(=O)N1C(C(=O)NNC(=O)COc1ccc(Br)cc1)CS2 (stereo not given),14.9%,-4.6%,13.2%,3.2%,0.2,-6.7,0.3%,2.6%
CCCCc1c(O)nc2sccn2c1=O,nt,-1.9%,2.7%,-3.4%,-1.7,1.4,1.2%,-13.4%
Cc1cc(NCCCn2ccnc2)n2c(nc3ccccc32)c1C#N,6.7%,-2.1%,-7.2%,3.6%,-3.3,5.7,-6.0%,-4.4%
CC(C)(C)OC(=O)[C@H](Cc1ccccc1)NC(=O)c1nc[nH]c1C(=O)NCc1ccccc1,?,-0.7%,11.9%,-24.7%,-3.2,-3.6,-1.6%,-1.8%
O=C(N/C(=C/c1ccc(Br)cc1)C(=O)N1CCCC1)c1cccs1,15.2%,-0.9%,-10.9%,-5.4%,0.8,-0.3,4.3%,2.3%
CC(C)(C)C(=O)C[n+]1ccc(C(N)=O)cc1,11.1%,0.8%,0.4%,-14.9%,4.6,0.2,-4.7%,-3.5%
O=C(NN=C1CCCC1)c1ccccc1OCc1ccc(Cl)cc1,5.3%,0.0%,11.5%,-3.9%,-3.2,-0.1,3.7%,-18.6%
COc1ccc(NC(=O)COC(=O)C2CCC2)cc1Cl,2.4%,-1.1%,8.5%,-11.1%,0.7,-1.5,12.0%,4.7%
COc1ccc(Cc2c(-c3ccc(OC)c(OC)c3)nc3cc(C)c(Br)c(C)n23)c(C)c1,25.3%,-3.7%,-2.8%,3.3%,0.3,21.9,12.8%,2.5%
O=C(NC(Cc1ccccc1)C(=O)N1CCN(S(=O)(=O)c2ccccc2)CC1)c1ccccc1 (stereo not given),3.0%,-1.0%,-1.1%,-23.1%,-5.6,-3.4,1.4%,-15.6%
Cc1cc(C)c2nc(NCc3ccccc3O)sc2c1,7.1%,4.0%,3.0%,-2.1%,-0.5,28.5,-2.6%,2.1%
CC(C)CC(C(=O)NC1CCCCC1)N(Cc1ccccc1)C(=O)c1snc(C(N)=O)c1N (stereo not given),18.5%,-3.5%,-14.7%,?,-0.7,3.4,8.6%,-14.7%
Cc1cccc(NC(=O)C2CCCN(C(=O)Nc3ccc(F)cc3)C2)c1C (stereo not given),-23.6%,-4.7%[57.1 µM],-10.7%,-19.1%,-0.1,1.2,-2.0%,-6.0%
COc1ccc(/C=C/C(=O)Oc2ccc(/C=N\NC(=O)c3ccc(F)cc3)cc2)cc1,nt,-16.2%,-4.3%,1.0%,-0.7,0.4,14.4%,-2.2%
O=Cc1c[nH]c2ccc(S(=O)(=O)N3CCCCC3)cc12,-11.4%,7.8%,-0.7%,1.6%,-0.4,-15.0,2.8%,-0.5%
N#CC1CCN(c2ncccc2[N+](=O)[O-])CC1,-4.4%,8.7%,-8.7%,10.5%,-1.9,-9.7,2.7%,-5.2%
CC(C)(C)c1ccc2cc(F)cc(F)c2n1,-21.1%,0.1%,-9.2%,-23.9%,-0.8,1.0,-4.9%,2.1%
COc1cc(/C=C/C(=O)Nc2cc(C(F)(F)F)ccc2Cl)cc(OC)c1OC,28.3%,-1.6%,-22.7%,-25.8%,1.2,0.8,-4.6%,26.7µM*
Cc1cc2nc3n(c2cc1C)CC1CC(C(=O)NCC2CC2)N(C)C31 (stereo not given),-19.6%,6.3%,-5.0%,9.8%,-0.6,3.1,-6.4%,-2.6%
CC(C)(C)OC(=O)NCCc1nnc(S(=O)(=O)Cc2ccc(Cl)cc2Cl)o1,8.3%,-23.0%,22.9%,-16.5%,-2.6,1.5,-1.6%,?
O=C(Nc1cccc(OCC(=O)N2CCOCC2)c1)C1CCCCC1,36.3%,-1.5%,-6.6%,-5.1%,1.0,nt,10.5%,-6.7%
Cc1c(NC(=O)CSc2nccn2C)c(=O)n(-c2ccccc2)n1C,0.7%,-2.1%,-2.8%,-2.8%,-1.3,nt,7.0%,-7.8%
Cc1ccccc1C(=O)OCCN(C)Cc1ccccc1,15.7%,-5.1%,-0.5%,13.0%,-3.2,4.2,-7.8%,-8.5%
CCN1CCN(c2nc(Nc3cccc(OC)c3)nc(N)c2[N+](=O)[O-])CC1,-16.2%,-15.7%,17.6%,-1.2%,-2.2,1.0,9.8%,-3.2%
CC(C)Oc1ccc(CN2CCC2(C)C(=O)NCc2ccc(C(F)(F)F)cc2)cc1 (stereo not given),-1.4%,-6.4%,5.0%,-23.5%,-0.9,32.7,-24.5%,6.4%
CNC(=S)NNC(=O)c1ccc(N(C)C)cc1,-0.4%,-13.4%,-1.9%,-31.5%,-0.4,3.2,-3.1%,-6.1%
COc1ccccc1CNCc1cccs1,-55.7%,-20.2%,2.5%[9.22 µM],-16.0%,9.8,-2.1,4.8%,0.9%
O=C(Nc1nnc(C2=COCCO2)o1)c1cccc([N+](=O)[O-])c1,9.8%,-27.5%,16.6%,8.2%,4.1,0.5,-18.1%,-12.9%
COC(=O)C1C(OC)=CC(=O)C2CCCCC21 (stereo not given),nt,5.1%,5.4%,1.3%,0.4,2.7,-4.7%,-1.1%
O=C(CSC(=S)N1CCSCC1)c1ccccc1,-18.5%,1.8%[57.1 µM],3.1%,-4.5%,-0.5,13.3,8.5%,-20.5%
CCOc1ccccc1C(=O)Oc1cc(C)[nH]c(=O)c1[N+](=O)[O-],-30.0%,0.5%,3.9%,9.7%,-2.4,-7.5,-1.4%,4.4%
Cc1sc2nc(SCC(=O)NCCCO)n(-c3ccccc3)c(=O)c2c1C,6.5%,4.6%,7.7%,-0.1%,0.7,3.3,14.9%,-8.5%

# Profiles as entered above. Screens in order: FUS yeast rescue	WRN inhibitor	Abeta yeast res	EPAC1 antag	IL-2 act	PI5P4Ka inh	EPAC1 ag	PLK1 PBD block
# N#CC1CCN(c2ncccc2[N+](=O)[O-])CC1 in the list: -4.4%	8.7%	-8.7%	10.5%	-1.9	-9.7	2.7%	-5.2%
# COc1ccc(NC(=O)COC(=O)C2CCC2)cc1Cl in the list: 2.4%	-1.1%	8.5%	-11.1%	0.7	-1.5	12.0%	4.7%
